# Screening results (PubChem BioAssay)
# DENV2 CPE: inhibitors of DENV2 cytopathic effect, primary screen, cell-based, plate reader, single concentration. DENV2-infected cells, cytopathic effect rescue. CPE inhibition, % at 9.99 µM. 350,000 tested, 1.7% active; in the data active = CPE inhibition above about 20%, passing the limit was not always enough; inconclusive = no clear call, values can overlap the other calls; tested in BHK-21 cells;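 also: 0% = median of neutral control wells and 100% = median of positive control wells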
# INS-1E GSIS act: GLuc luminescence reporter in INS-1E cells, primary screen for activators of glucose-dependent secretion of insulin; INS-1E GLuc reporter insulin secretion, 2-3 h; activation, % at 16.6 µM; 370,000 tested, 0.61% active; AID 743287, 2014;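 active = lowest replicate activation of at least 40%, so every replicate reaches that level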;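 also: 0% = median of neutral control wells and 100% = median of IBMX positive control wells; some compounds called inactive have numbers as strong as hits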
# F508del corr: F508del CFTR correction, initial screen, CFBE line, single point | 350,000 tested, 0.36% active | activity (quench increase), % at 7.58 µM | CFBE cells, YFP halide quenching; stimulated with forskolin plus potentiator P3; % fluorescence drop versus neutral controls;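 active = mean added fluorescence quench of at least 8% versus neutral control, with both replicates also reaching 8%; inconclusive = only one of the mean or replicate conditions met; inactive = mean below 8% and not both replicates reaching 8%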;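 also: cells transiently co-express mutant CFTR-F508del with the halide-sensitive YFP; corrector assay measuring rescue of mutant channel to the surface after 24 h compound exposure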
# XiGFP reactiv: activators of inactive X chromosome reactivation, primary screen, imaging, XiGFP fibroblasts, GFP high-content imaging, set 2; XiGFP mouse fibroblasts, % GFP-positive cells imaging, 3 d; cells co-treated with 5-aza-dC sensitizer; scaled so ellipticine positive control = 100%; activation, % at 7.58 µM; 360,000 tested, 0.055% active; AID 743238, 2013;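 active = mean normalized replicate activation at least 10% and every replicate at or above 10%; inconclusive = only one of the two criteria met; inactive = mean below 10% and not all replicates reach 10%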;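 also: 0% = median of on-plate neutral control wells and 100% = ellipticine 6 µM median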
#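 System: XiGFP fibroblasts, SV40-immortalized. Medium: DMEM plus 5-aza-dC sensitizer. Doses: single point. Timing: 3 d treatment, 15 min room-temperature fixation. Control set: ellipticine 6 µM.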
# RAD52 anneal inh: RAD52 DNA annealing inhibitors, primary screen, biochemical, FRET, single point, set 2; DNA repair protein RAD52 homolog (Homo sapiens), P43351; recombinant RAD52 DNA annealing, FRET fluorescence; inhibition, % at 18.7 µM; 360,000 tested, 0.46% active;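 active = every replicate showing at least 50% inhibition; inconclusive = mean inhibition at least 50% but not in every replicate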
# E-sel inducer: E-selectin induction in HUVECs, primary screen, imaging, HUVEC, immunofluorescence imaging, single point; P16581; normalized: neutral wells 0, TNF-alpha wells 100; activation, % at 7.58 µM; 260,000 tested, 0.37% active; AID 686992, 2013;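 active = mean E-selectin-positive cell signal at least 10% of the positive control, reached in at least 60% of replicates, without over 20% cell loss; inconclusive = no rule given, readout overlaps actives, possibly toxicity-flagged; inactive = the rest, including those meeting only one limit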;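 also: in these data hits start at about 27%; measured in HUVEC primary endothelial cells; signal is the percent of cells scored E-selectin positive by PE staining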
#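 Material: HUVEC primary endothelial cells; Amount: 3,000 cells per well; Dosing: single concentration; Medium: EGM-2 growth medium on 0.1% gelatin-coated wells; Read-out basis: percent E-selectin-positive cells; Signal: immunofluorescence imaging; Control set: TNF-alpha, DMSO.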
# Casp6 inh: human caspase-6 inhibitors, primary screen, biochemical, VEID-R110 fluorescence, single point, set 2; purified caspase-6, Z-VEID-R110 cleavage fluorescence; inhibition, % at 12.5 µM; 350,000 tested, 0.53% active;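 active = mean inhibition across replicates at least about 35%, with every replicate also reaching that limit, limit read from the data; inconclusive = only one of the two criteria met; inactive = neither criterion met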;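 also: 0% = median of neutral control wells and 100% = no fluorescence left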
# Target sequence (P55212 24-179 limits assumed): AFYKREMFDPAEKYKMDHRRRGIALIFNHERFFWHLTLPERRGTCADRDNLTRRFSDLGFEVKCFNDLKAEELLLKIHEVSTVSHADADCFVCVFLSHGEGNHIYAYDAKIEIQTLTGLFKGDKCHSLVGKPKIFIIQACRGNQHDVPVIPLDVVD
# Target sequence (P55212 194-293 limits assumed): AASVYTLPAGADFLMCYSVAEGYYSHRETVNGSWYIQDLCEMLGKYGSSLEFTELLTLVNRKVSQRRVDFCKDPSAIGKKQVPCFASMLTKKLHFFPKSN
# RAD54 inh: inhibitors of human RAD54 branch migration, primary screen, biochemical, fluorescence, single point; DNA repair and recombination protein RAD54-like (Homo sapiens), Q92698; RAD54 Holliday junction branch migration, FAM/BHQ fluorescence; inhibition, % at 10.4 µM; 360,000 tested, 0.14% active; AID 602329, 2012;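 active = mean normalized replicate activity at least 40 and at least half of replicates scoring 40 or more; inconclusive = only one of the two criteria met; inactive = mean below 40 and under half of replicates reaching 40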;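 also: 0% = median of neutral control wells and 100% = median of positive control wells; inhibitors cause a drop in the FAM fluorescence signal; in these data hits start at about 50%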
# Target sequence (Q92698 whole entry, looked up): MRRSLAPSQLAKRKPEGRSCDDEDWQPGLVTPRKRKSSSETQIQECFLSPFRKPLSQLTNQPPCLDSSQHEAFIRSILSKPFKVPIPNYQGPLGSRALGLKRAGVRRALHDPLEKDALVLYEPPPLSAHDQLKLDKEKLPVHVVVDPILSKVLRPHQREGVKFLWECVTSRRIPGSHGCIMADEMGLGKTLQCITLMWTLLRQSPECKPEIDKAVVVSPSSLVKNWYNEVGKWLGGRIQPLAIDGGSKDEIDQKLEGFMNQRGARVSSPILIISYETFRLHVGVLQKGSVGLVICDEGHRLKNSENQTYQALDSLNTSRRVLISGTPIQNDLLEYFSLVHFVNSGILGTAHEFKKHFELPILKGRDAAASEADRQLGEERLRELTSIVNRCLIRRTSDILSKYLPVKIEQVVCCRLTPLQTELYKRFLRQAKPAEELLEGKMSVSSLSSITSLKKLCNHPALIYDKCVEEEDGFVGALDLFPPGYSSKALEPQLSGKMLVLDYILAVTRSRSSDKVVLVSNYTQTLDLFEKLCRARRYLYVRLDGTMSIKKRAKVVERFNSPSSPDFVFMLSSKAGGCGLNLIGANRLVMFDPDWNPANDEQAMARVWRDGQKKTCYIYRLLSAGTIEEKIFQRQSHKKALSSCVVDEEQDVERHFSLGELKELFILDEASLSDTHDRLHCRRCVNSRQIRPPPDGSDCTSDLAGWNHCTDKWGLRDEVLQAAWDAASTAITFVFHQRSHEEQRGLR
# * marks the source's active call; other numbers are inactive results; u = inconclusive; x = no result given.
SMILES,DENV2 CPE,INS-1E GSIS act,F508del corr,XiGFP reactiv,RAD52 anneal inh,E-sel inducer,Casp6 inh,RAD54 inh
C[C@H]1CN([C@@H](C)CO)C(=O)c2cc(C#CC3CCCC3)cnc2O[C@@H]1CN(C)C(=O)Nc1ccccc1,6.7,-13.1,0.6,0.6,-4.3,0.1,-2.5,-3.5
O=C(NC(=S)NCc1ccccc1Cl)c1cccs1,-0.4,-12.3,1.0,0.0,-11.3,-0.4,-0.2,-0.6
Cn1nnc2c[n+](CC(=O)c3ccc4ccccc4c3)cc(Br)c21,-3.8,x,2.0,0.1,-21.8,0.3,1.0,5.0
Cc1cc(NC(=O)COC(=O)c2cnccn2)ccc1Br,-12.3,x,-0.2,-1.1,-9.9,0.3,-0.9,1.1
CC(C)(C)C1CCN2CCCC(c3ccc([N+](=O)[O-])cc3)(C1)C21OCCO1 (centres undefined),5.8,8.9,0.7,0.1,-3.7,0.0,0.2,x
Cc1ccc2c(C)c(C(=O)N(Cc3ccncc3)CC3CCCO3)oc2c1C (centres undefined),-2.1,-3.7,-0.6,0.0,-4.2,1.2,2.7,6.4
COC(=O)c1cn(C(=O)c2ccc(OC)c(OC)c2)c2ccccc12,25.8*,8.8,2.6,0.0,-0.8,2.1,2.5,0.6
COc1ccc(C(CNC(=O)c2ccc(OCc3c(C)noc3C)cc2)N2CCCC2)cc1 (centres undefined),-1.0,2.9,-7.0,0.0,-98.0,-1.8,-4.9,-13.1
CCOCCn1c2ccccc2c2nc3ccccc3nc21,10.8,37.8,1.8,0.1,2.8,-0.4,1.1,6.0
CCCC(=O)N1CCC2(CC1)CN(Cc1ccncc1)[C@@H](CO)c1[nH]c3cc(OC)ccc3c12,-5.2,-11.0,0.1,0.0,-83.6,-0.4,7.6,x
CC(NC(=O)Cn1cnnn1)c1cccc(C(F)(F)F)c1 (centres undefined),13.7,-0.8,2.3,0.1,-13.6,0.0,-2.5,4.5
CCN(CC(=O)Nc1cccc(F)c1)CC(=O)Nc1ccccc1OC,u,-3.2,-2.2,0.0,14.4,x,1.7,-1.8
C[C@@H]1CCCCO[C@@H](CN(C)Cc2ccncc2)[C@H](C)CN([C@H](C)CO)C(=O)c2cc(NS(=O)(=O)c3cn(C)cn3)ccc2O1,-0.9,-2.4,-1.1,0.0,-12.1,0.2,0.8,-0.8
c1cncc(CNc2ncnc3ccc(-c4ccc5c(c4)OCCO5)cc23)c1,-8.1,8.6,-0.5,0.0,-10.1,-0.1,1.9,-2.3
Cc1ccc(S(=O)(=O)N2CCOC23CCN(C(=O)C(=O)NCCC(C)C)CC3)cc1,-10.1,-9.5,4.2,0.1,-8.1,x,-0.2,0.2
COc1ccc(C2N(c3cc(Cl)ccc3OC)C(=O)C3CCCN32)c(OC)c1 (centres undefined),-0.7,5.7,1.4,0.2,-112.8,x,-2.8,6.3
CC1CCC2(CC1)NC(=O)N(CC(=O)N1CCN(c3ccccc3)CC1)C2=O (centres undefined),2.9,17.8,-5.0,0.2,-9.4,x,-4.1,3.7
O=C(COc1ccccc1)NCC(=O)N/N=C/c1cc(Br)ccc1OCc1ccccc1,x,-8.0,3.2,0.0,-10.0,x,-1.6,x
COC(=O)c1cc2c(c3c4cc(F)ccc4n(S(=O)(=O)c4ccc(C)cc4)c13)C(=O)N(c1ccc(OC)cc1)C2,-6.9,x,-0.9,0.4,-14.9,0.0,-0.6,x
C[C@H](CO)N1C[C@H](C)[C@@H](CN(C)Cc2ccncc2)OCCCC[C@H](C)Oc2ccc(NC(=O)Nc3ccc(C(F)(F)F)cc3)cc2C1=O,0.4,8.6,4.7,0.1,23.8,0.2,-0.8,5.5
Cc1cc(OC(C)C(=O)N2C[C@H]3C[C@@H](C2)c2cccc(=O)n2C3)c2c(C)c(C)c(=O)oc2c1 (some centres undefined),-11.3,x,1.3,x,-4.8,x,1.8,-8.9
Cc1cccc(OCc2ccccc2)n1,12.4,x,2.2,0.3,-3.7,7.5,1.2,-13.5
CC(=O)Nc1ccc(S(=O)(=O)NCc2ccc(C(=O)NCc3ccc(Cl)cc3)cc2)cc1,-6.8,15.1,-0.3,x,-12.2,x,-2.8,-7.0
NCCNc1ccc([N+](=O)[O-])c(NC2CC2)c1,4.5,8.5,x,-0.1,-0.7,0.0,-2.9,x
NC(CCc1ccccc1)c1csc(Nc2ccc(C(=O)c3ccccc3)cc2)n1 (centres undefined),-3.0,-15.3,-0.1,7.9,-1.1,16.6,1.4,0.8
Cc1noc(C)c1NC(=O)N(C)C[C@H]1Oc2ccc(NC(=O)Cn3cnnn3)cc2CC(=O)N([C@H](C)CO)C[C@@H]1C,-0.6,5.1,-1.6,0.1,x,1.6,x,-1.7
CCOC(=O)c1c(NC(=O)CN(C)C2CCN(C)CC2)sc(C(=O)Nc2ccccc2)c1C,x,20.3,-5.7,0.0,24.7,x,-21.7,x
CO[C@@H]1CN(C)C(=O)c2ccc(NS(=O)(=O)CC(F)(F)F)cc2OC[C@@H](C)N(C(=O)NC(C)C)C[C@@H]1C,x,4.3,1.0,-0.2,x,-0.1,x,x
CC1Sc2ccc(S(=O)(=O)CCC(=O)NC3CCCC(C)C3C)cc2NC1=O (centres undefined),13.6,20.8,-0.7,0.0,-18.1,0.6,0.9,5.6
C[C@@H]1CN([C@H](C)CO)C(=O)c2cccc(NC(=O)C3CC3)c2O[C@H]1CN(C)C(=O)Nc1ccc2c(c1)OCO2,-0.4,6.2,2.0,0.0,4.7,-0.1,1.4,-3.9
Cc1ccc(SCC(=O)OCC(=O)NCc2ccco2)cc1,0.2,9.0,0.5,0.0,-0.2,-0.1,8.3,-1.9
C[C@H]1CN([C@@H](C)CO)C(=O)Cc2cc(NC(=O)Cc3cn(C)c4ccccc34)ccc2O[C@H]1CN(C)C(=O)Nc1ccc(C(F)(F)F)cc1,7.8,3.0,-0.3,-0.9,-1.9,-4.5,-6.1,-5.6
Cn1ncc2c(=O)[nH]c(N)nc21,-1.6,42.9,-1.2,-0.1,-4.3,0.3,-2.5,x
CC(C)CCn1c(=O)c2sccc2n2c(CCCC(=O)N3CCC(N4CCCCC4)CC3)nnc12,-7.0,7.2,-0.6,0.1,-18.4,x,-9.6,-6.4
O=C(N[C@@H]1CC[C@@H](CCn2cc(-c3ccccn3)nn2)O[C@@H]1CO)c1cccnc1,0.4,-13.3,-1.5,0.3,-8.6,0.2,3.2,2.6
Cc1ccc(S(=O)(=O)N2CCCOC2CNC(=O)C(=O)NCc2ccccn2)cc1 (centres undefined),-4.6,-17.8,-0.6,0.1,-4.1,0.1,0.7,-5.7

# A section of the results above:
SMILES,DENV2 CPE,INS-1E GSIS act,F508del corr,XiGFP reactiv,RAD52 anneal inh,E-sel inducer,Casp6 inh,RAD54 inh
CO[C@@H]1CN(C)C(=O)c2ccc(NS(=O)(=O)CC(F)(F)F)cc2OC[C@@H](C)N(C(=O)NC(C)C)C[C@@H]1C,x,4.3,1.0,-0.2,x,-0.1,x,x
CC1Sc2ccc(S(=O)(=O)CCC(=O)NC3CCCC(C)C3C)cc2NC1=O (centres undefined),13.6,20.8,-0.7,0.0,-18.1,0.6,0.9,5.6
C[C@@H]1CN([C@H](C)CO)C(=O)c2cccc(NC(=O)C3CC3)c2O[C@H]1CN(C)C(=O)Nc1ccc2c(c1)OCO2,-0.4,6.2,2.0,0.0,4.7,-0.1,1.4,-3.9
Cc1ccc(SCC(=O)OCC(=O)NCc2ccco2)cc1,0.2,9.0,0.5,0.0,-0.2,-0.1,8.3,-1.9
C[C@H]1CN([C@@H](C)CO)C(=O)Cc2cc(NC(=O)Cc3cn(C)c4ccccc34)ccc2O[C@H]1CN(C)C(=O)Nc1ccc(C(F)(F)F)cc1,7.8,3.0,-0.3,-0.9,-1.9,-4.5,-6.1,-5.6
Cn1ncc2c(=O)[nH]c(N)nc21,-1.6,42.9,-1.2,-0.1,-4.3,0.3,-2.5,x
CC(C)CCn1c(=O)c2sccc2n2c(CCCC(=O)N3CCC(N4CCCCC4)CC3)nnc12,-7.0,7.2,-0.6,0.1,-18.4,x,-9.6,-6.4
O=C(N[C@@H]1CC[C@@H](CCn2cc(-c3ccccn3)nn2)O[C@@H]1CO)c1cccnc1,0.4,-13.3,-1.5,0.3,-8.6,0.2,3.2,2.6
Cc1ccc(S(=O)(=O)N2CCCOC2CNC(=O)C(=O)NCc2ccccn2)cc1 (centres undefined),-4.6,-17.8,-0.6,0.1,-4.1,0.1,0.7,-5.7

# (listing goes on)
SMILES,DENV2 CPE,INS-1E GSIS act,F508del corr,XiGFP reactiv,RAD52 anneal inh,E-sel inducer,Casp6 inh,RAD54 inh
C[C@@H]1CCCCO[C@H](CN(C)C(=O)CCC(F)(F)F)[C@H](C)CN([C@@H](C)CO)C(=O)c2cc(NC(=O)NC3CCCCC3)ccc2O1,11.6,-9.2,-0.1,0.0,-15.4,1.5,0.1,-2.6
NC(=O)CN1CCN(Cc2ccc3c(c2)OCO3)CC1,0.1,7.5,0.8,-0.1,1.4,x,-4.9,-8.6
c1ccc(Cc2c[nH]c3ccccc23)cc1,-1.8,-0.4,1.8,0.2,-0.7,0.5,-2.1,-16.8
CC(=O)Nc1cccc(NC(=O)CSc2ccc(-c3ccco3)nn2)c1,-1.8,10.6,-2.7,0.0,-14.5,x,5.8,-8.2
CCOC(=O)N1CC=C2C(C#N)=C(N)C(C#N)(C#N)[C@H](c3cccs3)[C@H]2C1,1.6,-3.3,2.3,x,-103.2,x,10.8,-15.0
Cc1noc(C)c1S(=O)(=O)Nc1ccc2c(c1)C(=O)N([C@@H](C)CO)C[C@H](C)[C@H](CN(C)Cc1ccc3c(c1)OCO3)OCCCC[C@@H](C)O2,8.3,-11.5,3.0,0.0,-0.1,0.0,0.1,0.4
CCOc1ccc(CCNC(=O)COC(=O)Cn2cnc3c2c(=O)n(C)c(=O)n3C)cc1OCC,4.3,4.3,2.9,-0.1,-7.0,0.6,-1.0,3.2
COCC(=O)N1CC2(C1)[C@H](c1ccc(-c3cccc(F)c3)cc1)[C@@H](CO)N2C(=O)COC,-16.4,0.3,0.8,0.3,-7.0,-0.1,0.9,x
CCOC(=O)C1(C)CCCN(C(=O)c2ccccc2OC(F)(F)F)C1 (centres undefined),-0.2,-5.1,-0.2,0.1,-2.3,0.0,2.2,-16.3
